# Screens: PubChem BioAssay, Sanford-Burnham Center for Chemical Genomics
# Mdm2 MdmX PPI = human Mdm2/MdmX binding inhibition; O15151+Q00987; SaOS-2 split-luciferase Mdm2/MdmX complementation, luminescence; inhibition, % at 8 µM; 330,000 compounds, 3% hits; AID 485346;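 active = inhibition of at least 50% at 8 µM in the primary screen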
# CHOP UPR activ = activators of apoptotic arm of unfolded protein response (CHOP). CHO-CHOP luciferase reporter, UPR activation, luminescence; percent of tunicamycin response over DMSO baseline. activation, % at 10 µM. 330,000 compounds, 0.34% hits. AID 449763;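 active = at 10 µM dose, activation of 40% or more, normalized to positive control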;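 also: 100% = tunicamycin at 10 µg/mL and 0% = DMSO alone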
#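 Assay system: CHO cells with stable CHOP pathway luciferase reporter; Buffer or medium: F12 plus 10% serum; Times: 16-18 h cell attachment, then 6 h compound exposure, 37 °C; Signal: luciferase luminescence; Read-out basis: percent activation relative to tunicamycin control; Control set: tunicamycin high control, DMSO low control.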
# APJ agonist = activates the human apelin receptor APJ | P35414 | CHO-K1 APJ PathHunter beta-arrestin, luminescence; 0% DMSO wells, 100% apelin | activation, % at 20 µM | 330,000 compounds, 0.11% hits | AID 2520;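 active = activation more than six SD over the plate average, tested at 20 µM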;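 also: 0% = DMSO alone and 100% = apelin-13 at 10 nM; some results filed as inactive read as strong as hits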
# Target sequence (P35414 whole entry, looked up): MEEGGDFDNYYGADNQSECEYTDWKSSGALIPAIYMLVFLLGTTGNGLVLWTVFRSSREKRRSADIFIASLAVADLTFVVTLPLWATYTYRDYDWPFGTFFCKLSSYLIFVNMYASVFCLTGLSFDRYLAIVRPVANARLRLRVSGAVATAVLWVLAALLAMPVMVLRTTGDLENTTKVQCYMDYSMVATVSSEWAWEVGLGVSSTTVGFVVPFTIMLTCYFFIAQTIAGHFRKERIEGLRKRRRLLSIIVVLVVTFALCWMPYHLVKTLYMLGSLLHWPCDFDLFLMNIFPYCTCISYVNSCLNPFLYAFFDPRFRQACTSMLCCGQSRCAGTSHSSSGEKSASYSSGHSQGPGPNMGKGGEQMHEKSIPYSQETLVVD
#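 Test system: CHO-K1 APJ beta-arrestin complementation cell line. Amount: cell density 1000 per well. Controls: DMSO negative, 10 nM Apelin-13 positive. Signal: luminescent beta-gal fragment complementation, chemiluminescent substrate. Read-out basis: agonist-driven arrestin binding to APJ. Timing: compound stimulation 90 min at 25 °C, detection 60 min.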
# CXCR6 block = CXCR6 (human) receptor inhibition; inhibition, % at 20 µM; O00574; AID 602244; CHO-K1 PathHunter CXCR6 beta-arrestin, luminescence; 360,000 compounds, 0.36% hits; in the data active = inhibition above about 34%, passing the limit was not always enough;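 also: antagonist mode with CXCL16 agonist at 10 nM final; 0% = 10 nM CXCL16 with DMSO and 100% = unstimulated wells without agonist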
# Target sequence (O00574 whole entry, looked up): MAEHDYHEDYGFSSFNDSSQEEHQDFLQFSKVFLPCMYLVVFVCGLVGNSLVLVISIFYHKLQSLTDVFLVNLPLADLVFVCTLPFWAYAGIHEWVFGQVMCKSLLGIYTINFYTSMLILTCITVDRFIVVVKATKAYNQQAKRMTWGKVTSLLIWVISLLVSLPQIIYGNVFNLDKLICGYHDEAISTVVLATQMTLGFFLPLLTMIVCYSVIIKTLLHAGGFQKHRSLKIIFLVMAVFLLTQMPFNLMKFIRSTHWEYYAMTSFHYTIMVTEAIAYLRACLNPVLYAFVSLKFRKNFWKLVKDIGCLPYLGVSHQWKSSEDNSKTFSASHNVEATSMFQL
# UPR XBP1 act = adaptive UPR (XBP1) activation | AID 463104 | activation, % at 20 µM | CHO-XBP1 luciferase reporter, IRE1-XBP1 UPR activation, luminescence; percent of tunicamycin response, DMSO as zero | 330,000 compounds, 0.33% hits;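 active = versus positive control, 20 µM dose yields 30% or more activation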;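 also: 100% = tunicamycin at 10 µg/mL and 0% = DMSO only wells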
#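 Material: IRE1-XBP1 luciferase reporter CHO line / Quantity: one thousand reporter cells per well / Buffer or medium: F12 with 10% serum / Compound: 20 µM single concentration, DMSO 1% / Times: 6 h treatment, 37 °C / Detection: Steady-Glo luciferase glow luminescence, 10 min after reagent addition / Benchmarks: tunicamycin high, DMSO low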
# APJ antag = blocks the human apelin receptor APJ | CHO-K1 APJ beta-arrestin complementation, luminescence | inhibition, % at 20 µM | 330,000 compounds, 0.32% hits | AID 2521 | P35414;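 active = inhibition above about 40% at 20 µM, limit read from the data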;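 also: cells challenged with 10 nM apelin-13 agonist together with compound; plate controls were apelin-13 plus DMSO wells for no effect and DMSO wells lacking apelin-13 for full effect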
# tim10-1 inh = inhibits growth of tim10-1 mutant yeast. AID 463190. 330,000 compounds, 2.2% hits. S. cerevisiae tim10-1 ts strain growth, BacTiter-Glo, 24 h. inhibition, % at 20 µM;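 active = inhibition of at least 40%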;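 also: mutant grown at 25 °C; 0% = DMSO wells with yeast and 100% = wells holding no yeast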
# tim23-1 inh = growth inhibitors of tim23-1 mutant yeast; inhibition, % at 20 µM; AID 463212; S. cerevisiae tim23-1 growth, BacTiter-Glo luminescence, 24 h; 330,000 compounds, 1.3% hits;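 active = growth inhibition of the mutant yeast at or above 50%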;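 also: temperature-sensitive mutant grown at 25 °C; plate controls were DMSO-treated mutant yeast for no effect and medium wells lacking yeast for full effect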
# TIM10 inh = TIM10 yeast growth inhibition; S. cerevisiae TIM10 strain growth, BacTiter-Glo luminescence, 24 h; inhibition, % at 10 µM; 330,000 compounds, 1.4% hits; AID 463195;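 active = inhibition of 40% or more at the single tested concentration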;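 also: wild-type TIM10 isogenic control strain grown at permissive 25 °C; 0% = DMSO yeast wells and 100% = minimal medium wells without yeast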
# * = called active by the depositor; / = not tested or not shown. Not all compounds are listed; rates above refer to the full screens.
SMILES,Mdm2 MdmX PPI,CHOP UPR activ,APJ agonist,CXCR6 block,UPR XBP1 act,APJ antag,tim10-1 inh,tim23-1 inh,TIM10 inh
COc1ccc(OC2C(=O)N(Cc3ccc4c(c3)OCO4)C2c2cccs2)cc1 (stereo not given),22.5,-0.6,-2.7,-0.3,-2.7,0.6,10.9,6.1,-15.2
C[C@H](NC(=O)c1ncn(Cc2ccccc2)c1C(=O)N[C@@H](C)c1ccccc1)c1ccccc1,30.6,-0.4,-2.3,12.2,-3.7,8.0,20.0,17.0,0.4
CN(CC(=O)Nc1cccc(F)c1)C(=O)Cc1n[nH]c(=O)c2ccccc12,-6.8,0.8,-5.5,-3.3,2.7,10.6,-4.8,5.1,-3.0
Cc1cc(Cl)ccc1NC(=S)N(CCCN1CCOCC1)Cc1cccs1,20.4,0.0,-2.4,3.3,-4.3,9.8,10.6,13.6,14.7
Cc1cc(S(=O)(=O)N(Cc2ccc(C(C)(C)C)cc2)Cc2cccs2)ccc1-n1cnnn1,39.8,-1.3,-3.8,8.0,-1.1,1.6,13.4,21.9,12.7
O=C(CN(C(=O)CSc1nc2ccccc2o1)c1ccccc1F)NC1CCCCC1,1.0,0.1,-2.5,2.9,-0.7,-7.2,14.6,25.4,5.1
COc1c(C(C)C)oc2cc3oc(=O)ccc3cc12,-29.6,2.6,-2.1,-6.8,2.5,6.4,1.0,-1.1,-1.6
Cc1ccc(-c2cc(C(=O)Nc3cnn(C(C)C)c3)no2)cc1,-5.2,2.4,-2.3,-1.8,1.2,-15.0,0.7,1.9,22.3
COc1ccc(NC(=O)C2CCCN(S(=O)(=O)c3c(C)[nH]c(=O)[nH]c3=O)C2)cc1Cl (stereo not given),-1.3,-2.3,-2.0,-9.7,-2.4,-18.0,-19.0,1.8,-22.3
CCCc1nc(NC2CCCCC2)c(C#N)c2c1COC(C)(C)C2,16.5,8.2,0.9,-5.1,-2.2,31.2,11.0,15.6,9.1

# Of the compounds above, these contain a thiophene ring, fused or not.
SMILES,Mdm2 MdmX PPI,CHOP UPR activ,APJ agonist,CXCR6 block,UPR XBP1 act,APJ antag,tim10-1 inh,tim23-1 inh,TIM10 inh
COc1ccc(OC2C(=O)N(Cc3ccc4c(c3)OCO4)C2c2cccs2)cc1 (stereo not given),22.5,-0.6,-2.7,-0.3,-2.7,0.6,10.9,6.1,-15.2
Cc1cc(Cl)ccc1NC(=S)N(CCCN1CCOCC1)Cc1cccs1,20.4,0.0,-2.4,3.3,-4.3,9.8,10.6,13.6,14.7
Cc1cc(S(=O)(=O)N(Cc2ccc(C(C)(C)C)cc2)Cc2cccs2)ccc1-n1cnnn1,39.8,-1.3,-3.8,8.0,-1.1,1.6,13.4,21.9,12.7

# (continued)
SMILES,Mdm2 MdmX PPI,CHOP UPR activ,APJ agonist,CXCR6 block,UPR XBP1 act,APJ antag,tim10-1 inh,tim23-1 inh,TIM10 inh
Cc1ccc(S(=O)(=O)N2CCOCC2)cc1C(=O)NC(=S)N(Cc1ccccc1)C(C)C,-2.4,2.7,1.3,-3.5,-1.4,7.2,33.1,23.0,15.5
N#Cc1nc(-c2cccs2)oc1N1CCN(c2ccccc2)CC1,25.2,0.1,-0.3,-0.7,0.4,-21.5,27.2,29.6,18.3
CCCc1nnc(NC(=O)C2CC(=O)N(CCc3ccc(F)cc3)C2)s1 (stereo not given),22.4,1.8,-0.1,2.3,-1.3,18.6,-12.8,3.3,3.1
O=C(NC1CC1)c1ccc(C2SCC(=O)N2Cc2ccccc2)cc1 (stereo not given),34.9,0.9,-2.8,-0.7,1.0,3.7,0.1,6.7,0.0
Cc1ccc(SC(C)C(=O)NCc2ccc(F)cc2)cc1 (stereo not given),-1.4,-1.6,-1.0,-2.0,-1.8,16.8,9.1,1.6,-22.7
Cc1ccc(C)c(N2CCN(C(=O)C3CCN(c4nc(C)cc(C)n4)CC3)CC2)c1,28.6,-0.2,0.7,0.8,-3.3,-27.9,27.4,39.0,37.9
CCOC(=O)c1c(CN(CC)CC)n(C)c2cc(Br)c(O)cc12,-18.0,-0.7,-5.4,6.4,1.7,-14.3,-5.5,-5.0,-12.0
Nc1ccc2oc3ccccc3c2c1,-11.8,3.0,1.4,-11.7,1.9,-12.4,18.5,13.0,4.8
O=C(CNc1cccc2ccccc12)N/N=C/c1ccc([N+](=O)[O-])o1,50.6*,1.2,1.9,-6.7,-0.6,-8.2,-40.5,-6.8,-128.8
CCOc1ncccc1C(=O)OCC(=O)NC(=O)NC(C)C,21.1,0.2,-4.1,-0.6,1.1,5.1,5.1,12.8,3.1
O=C(NCc1ccco1)/C(=C/c1ccco1)NC(=O)c1ccc(Br)o1,-11.7,4.6,0.2,-7.6,-3.1,-5.8,23.0,10.4,-9.4
O=C(NCc1nnnn1-c1ccc(F)c(F)c1)c1ccc2c(c1)OCO2,18.6,0.9,6.0,0.7,0.1,-26.6,-5.3,-17.3,-2.5
CCCn1c(SCC(=O)Nc2cccc(S(=O)(=O)N3CCCC3)c2)n[nH]c1=O,0.7,-0.7,-3.1,5.2,0.7,4.9,12.2,-4.9,2.2
Cc1ccc(NC(=O)OCCNC(=O)OC(C)C)cc1,3.2,2.2,-2.6,-6.8,6.1,21.2,-0.4,-13.8,-2.6
CN1CCN(C(=O)CNC(=O)Cc2ccc(Cl)cc2)CC1,-1.5,2.6,0.8,8.2,-1.9,0.9,-24.7,-7.2,-16.4
COC(=O)Cc1ccc2c3ccccc3n(C)c2c1,-4.5,0.4,2.9,-7.8,2.8,7.7,-11.9,22.5,-7.6
COc1ccc(S(=O)(=O)N(C)CC(=O)N2CCOCC2)cc1Cl,6.4,-0.6,0.3,-15.7,0.2,0.1,7.4,7.4,9.9
O=C(NC(N1CCOCC1)C(Cl)(Cl)Cl)c1cc([N+](=O)[O-])cc([N+](=O)[O-])c1 (stereo not given),3.8,2.1,5.2,-21.4,2.4,-70.8,12.0,18.8,12.8
O=C(CNCCC1=CCCCC1)Nc1ccccc1N1CCCCC1,-11.1,1.4,1.4,1.1,1.2,-26.3,28.0,33.4,40.5*
CCOC(=O)c1[nH]ncc1[C@@H]1C[C@H]2CN(Cc3cccc(Cl)c3)C(=O)[C@]23CCCN13,30.5,1.7,-1.4,3.2,-0.8,1.0,10.0,-0.4,-7.3
O=C(CN1C(=O)NC2(CCc3ccccc32)C1=O)c1ccc(Br)s1 (stereo not given),-9.9,1.2,-4.5,0.8,-2.1,-2.9,-24.4,21.4,9.3
CC(=O)c1cnc2nc(SCc3cccc(C)c3)nn2c1C,21.3,1.4,-3.7,0.3,-0.9,3.8,-8.4,25.6,3.5
Cc1ccc(C(=O)N/C(=C/c2ccco2)C(=O)Nc2cccc(C(=O)O)c2)cc1,7.9,-0.2,-9.0,/,-2.9,-8.6,-0.7,6.9,9.4
COc1cc(OC)cc(-c2c(-c3cccs3)c3cc(-c4cc(OC)c(OC)c(OC)c4)ccc3n2C)c1,17.5,-1.2,-4.2,4.0,-1.3,-4.4,-2.2,-0.9,1.3
OCCN1CCN(C(=S)Nc2ccc(Oc3ccccc3)cc2)CC1,1.4,2.0,-3.1,-14.0,-0.4,11.0,9.4,-15.0,9.8
CSCCC1NC(=O)N(CC(=O)Nc2ccc(Br)cc2Br)C1=O (stereo not given),6.5,1.2,-3.9,3.4,2.0,-10.6,5.4,2.5,-18.3
COC(/C(=N/O)c1ccc(Cl)cc1)c1ccccc1 (stereo not given),10.3,12.9,-0.3,-2.7,2.8,1.3,46.6*,46.6,25.7
Cc1cc(=O)n2nc(N3CCCC(C(=O)NCCc4ccccc4)C3)sc2n1 (stereo not given),-18.6,0.3,-0.7,-8.0,-2.7,-1.8,1.1,10.7,4.8
Cn1c(=O)c2cc(S(=O)(=O)N3CCN(c4cccc(C(F)(F)F)c4)CC3)ccc2n(C)c1=O,39.7,-1.8,1.0,4.4,2.7,-4.9,2.2,-9.8,-33.8
Cn1c(N)c(S(=O)(=O)N2CCN(c3cccc(Cl)c3)CC2)c(=O)n(C)c1=O,12.1,1.5,-4.3,0.2,-2.3,-3.9,-0.1,8.1,10.7
CC(C)(CC(=O)O)CC(=O)Nc1ccccc1Oc1ccccc1,13.8,0.9,-3.6,3.9,-1.9,-1.4,-3.4,9.9,-3.5
Oc1ccccc1-c1cc(C(F)(F)F)nc(-c2ccccc2)n1,29.2,-1.8,-3.4,-5.1,-1.7,-10.4,-5.5,1.2,-16.1
Cc1ccc(C(=O)N/C(=C\c2ccco2)C(=O)N2CC(C)OC(C)C2)cc1C (stereo not given),0.7,1.6,-8.4,5.6,-3.3,9.0,21.0,10.8,5.8
O=C(CSc1ccc(-c2ccc(-n3cccn3)cc2)nn1)Nc1ccccc1F,-1.1,0.1,4.7,9.4,4.4,-77.2,-14.1,-5.1,-2.0
O=C(/C=C/c1ccccc1)n1cnnc1SC/C=C/c1ccccc1,1.4,1.3,0.0,9.0,-1.8,-11.7,35.4,36.5,24.3
O=C(c1ccccc1)n1ccc2ccccc21,-0.3,3.2,0.7,8.3,2.1,15.1,-3.3,9.3,-19.0
COc1ccc(OCC(=O)Nc2ccc(S(=O)(=O)N3CCOCC3)cc2)cc1,-7.7,0.8,-1.5,4.1,-0.7,-4.5,47.8*,24.1,32.8
CN(C)CCC=C1c2ccccc2C=Cc2ccccc21,17.6,-0.1,-0.4,3.5,-0.6,11.6,-4.5,-57.7,-137.9
O=C(CSc1n[nH]c(=O)n1C1CC1)NCc1ccccc1Cl,-7.4,-1.0,-2.1,-4.6,-2.2,6.5,5.1,8.6,14.1
CCOC(=O)N1CCN(C(=O)COCc2cc(-c3ccc4c(c3)OCO4)on2)CC1,9.3,-0.4,-5.7,-6.0,-1.5,-6.6,-8.4,20.7,11.1
CCCN1CCC(N2CCCC(C(=O)O)C2)CC1 (stereo not given),23.9,-0.7,-1.6,-9.8,-4.2,24.3,-10.9,27.6,-1.0
COc1ccc2cc(C(=O)N3CCN(Cc4ccc5c(c4)OCO5)CC3)[nH]c2c1,13.6,-2.2,-0.7,-9.0,-9.7,-16.6,27.9,26.3,22.7
Cc1noc(C)c1C(=O)OCC(=O)NCCC1=CCCCC1,4.4,-0.8,-1.1,0.7,-0.7,13.5,7.9,-0.5,10.0

# One compound at a time (already shown):
# COc1ccc(OCC(=O)Nc2ccc(S(=O)(=O)N3CCOCC3)cc2)cc1 as listed: Mdm2 MdmX PPI = -7.7; CHOP UPR activ = 0.8; APJ agonist = -1.5; CXCR6 block = 4.1; UPR XBP1 act = -0.7; APJ antag = -4.5; tim10-1 inh = 47.8*; tim23-1 inh = 24.1; TIM10 inh = 32.8
# O=C(CSc1n[nH]c(=O)n1C1CC1)NCc1ccccc1Cl as listed: Mdm2 MdmX PPI = -7.4; CHOP UPR activ = -1.0; APJ agonist = -2.1; CXCR6 block = -4.6; UPR XBP1 act = -2.2; APJ antag = 6.5; tim10-1 inh = 5.1; tim23-1 inh = 8.6; TIM10 inh = 14.1
